Bioassay records: PubChem, Emory University Molecular Libraries Screening Center
14-3-3g Raf – 14-3-3 gamma protein interaction modulation; actives 0.19% (n = 160,000); inhibition, % at 40 µM; FP, 14-3-3gamma / TMR-pS259-Raf peptide binding; in the data active means inhibition above about 30%;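 further: 0% = protein plus tracer without compound and 100% = blank with tracer alone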
Target sequence (P61981 whole entry, looked up): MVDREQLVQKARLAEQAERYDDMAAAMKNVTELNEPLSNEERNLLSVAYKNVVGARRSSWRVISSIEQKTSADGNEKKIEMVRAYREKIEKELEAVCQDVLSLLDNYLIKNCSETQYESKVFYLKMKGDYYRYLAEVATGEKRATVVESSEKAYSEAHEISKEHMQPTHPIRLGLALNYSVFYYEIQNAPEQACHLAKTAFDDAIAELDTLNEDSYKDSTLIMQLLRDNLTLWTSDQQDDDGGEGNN
* = called active by the depositor; & = joins results of further samples. Some of the compounds tested; the hit share may differ from the screen's.

SMILES	14-3-3g Raf
CCOC(=O)Oc1ccc2c(=O)c(Oc3ccccc3Cl)coc2c1	-41
CC1CCc2sc(NC(=O)c3cc(Cl)ccc3[N+](=O)[O-])c(C(N)=O)c2C1 (stereo unspecified)	3
CC(=O)NC(C1C(=O)CC(C)(C)CC1=O)(C(F)(F)F)C(F)(F)F	-10
O=C(COc1ccccc1)Nc1nnc(-c2ccccc2)s1	-32
O=c1c2ccccc2nc(C=Cc2ccc([N+](=O)[O-])cc2)n1CCCO	-17
Cc1csc2ncc(C(=O)NCc3ccccn3)c(=O)n12	2
Cn1ncc(I)c1C(=O)Nc1ccc(Cl)cc1	0
O=C(O)c1ccccc1NC(=O)C(C(F)(F)F)C(F)(F)F	2
O=C(CCc1nc2ccccc2[nH]1)NC1CCCCC1	4
CCc1nc(-n2nnc3ccccc32)c2c3c(sc2n1)CCCC3	-7
COc1ccc(NC(=O)C2CCN(C(=O)c3ccccc3)CC2)cc1Cl	1
O=C(O)c1cccc([N+](=O)[O-])c1C(=O)Nc1ccc2ccccc2c1	-2
O=S(=O)(Nc1ccc(Cl)c(C(F)(F)F)c1)c1cnc[nH]1	-6&1
Cc1cc(Cl)c(OCCCn2cncn2)c(Br)c1	-1
O=C1c2ccccc2-c2c1cccc2C(=O)N1CCN(C(=O)c2ccco2)CC1	7

Part of the list above, with values ahead of the structure.
14-3-3g Raf | Molecule
-41 | CCOC(=O)Oc1ccc2c(=O)c(Oc3ccccc3Cl)coc2c1
3 | CC1CCc2sc(NC(=O)c3cc(Cl)ccc3[N+](=O)[O-])c(C(N)=O)c2C1 (stereo unspecified)
-10 | CC(=O)NC(C1C(=O)CC(C)(C)CC1=O)(C(F)(F)F)C(F)(F)F

Next section:
SMILES	14-3-3g Raf
Cn1c(=O)[nH]c(=O)c2c1nc(N1CCCCCC1)n2CC(O)COc1ccccc1 (stereo unspecified)	12
COc1ccc(C#N)c(SCc2ccccc2)c1	0
O=C(Nc1cccc2ncccc12)c1cccnc1	4
Cn1c(C(=O)N2CCCC2)cc2c(=O)oc3ccccc3c21	-4
O=C1C(=C(O)c2ccccc2)C(=O)c2ccccc21	5
N#Cc1cccc(NC(=O)N2CCC(c3nc4c(nnn4Cc4cccc(Cl)c4)c(=O)[nH]3)CC2)c1	-1
CCCOC(=O)C1=C(C)NC(=O)NC1c1ccc(OCCC)c(OC)c1 (stereo unspecified)	6
CC1=C(C(=O)OCC(C)C)C(c2cc3c(cc2Cl)OCO3)C2=C(CC(c3ccccc3)CC2=O)N1 (stereo unspecified)	7
Clc1ccc(-c2noc(CN3CCCC3)n2)cc1	-2
CC(C)=CCCC(C)N(C=O)C(C)CCC=C(C)C (stereo unspecified)	0
Cc1ccc(Cn2c(SCC(C)C)nc3c2c(=O)[nH]c(=O)n3C)cc1	1
CC(C)(C)c1ccc(-c2nnc3n2N=C(c2cccc(Br)c2)CS3)cc1	-4
CCc1nnc(NC(=O)c2cccc(S(=O)(=O)N(CC)CC)c2)s1	-1
Cc1ccc2c(c1)N(C(C)C(=O)NC1CCCCC1)C(=O)CO2 (stereo unspecified)	-1
c1ccc(CN2CCN(CCCNc3ccc4nnc(-c5ccccc5)n4n3)CC2)cc1	0
CC1CN(C(=O)CCC2CCCCC2)C(C)CN1C(=O)CCC1CCCCC1 (stereo unspecified)	-12
COc1ccc(C2CC(c3ccc(Cl)cc3Cl)Nc3nc(N)nn32)cc1 (stereo unspecified)	-1
CC1CC(C)(C)NC(=S)N1CC(=O)NCc1ccc(Cl)cc1 (stereo unspecified)	-4
O=C(Cc1cccs1)Nc1ccc(S(=O)(=O)N2CCCCC2)cc1	-64
CCCCn1c(CN2CCCCC2C)nc2c1c(=O)n(C)c(=O)n2C (stereo unspecified)	-2
COCCOC(=O)C1=C(C)NC(=O)NC1c1ccc(O)c([N+](=O)[O-])c1 (stereo unspecified)	11
CNC(=O)c1cc2c(=O)n3cccc(C)c3nc2n(CCOC)c1=N	-6
O=C(c1ccc(Cl)cc1)c1ccc(OCC(O)CN2CCOCC2)cc1 (stereo unspecified)	17
COC(=O)c1cccnc1-n1c(=O)c2cccnc2n(Cc2ccc(Cl)cc2)c1=O	-8
Cc1ccc2ccc(C(Nc3ccccn3)c3cccc(O)c3)c(O)c2n1 (stereo unspecified)	-7
Cc1cc(SCC(=O)O)nc(N)n1	-7
COc1ccc(N=C2NC(=O)CC(C(=O)Nc3ccc(Cl)cc3)S2)cc1 (stereo unspecified)	-9
CCOC(=O)c1c(N)sc(C(=O)N2CCc3ccccc3C2)c1C	-4
CCOC(=O)c1ccc(NCCOC)c([N+](=O)[O-])c1	-1
CCOc1ccccc1N1CCN(C(=O)c2ccccc2)CC1	-6
Cc1ccc(-n2c(=O)[nH]c3cc(C(=O)NCc4ccc(Cl)cc4)ccc3c2=O)cc1	2
Cc1cccc(-n2nnnc2SCc2csc(-c3ccccc3)n2)c1	-3
O=C(CSc1nnc(-c2cnccn2)n1Cc1ccco1)c1ccc2ccccc2c1	-5
CC(=O)NC1(C(F)(F)F)C(=O)Nc2c1c(=O)[nH]c(=O)n2Cc1ccco1 (stereo unspecified)	-9&-15
NC(N)=N[C@@H](CCC(=O)O)C(=O)O	-4
O=C(Nc1nc2c(s1)CCc1ccccc1-2)c1cccc(F)c1	-6
CCn1c(SCC(=O)Nc2nc(C)cs2)nnc1C(NC(=O)c1ccccc1Cl)C(C)C (stereo unspecified)	1
CCCCn1c(=O)c2ccccc2n2c(=S)sc(C(=O)OCC)c12	-1
CC1(C)CC(=O)N(CC(=O)NCc2ccc(F)cc2)c2ccccc2S1	0
CC1CCCC(NC(=O)c2ccc(CS(=O)(=O)Cc3ccc(Cl)cc3)o2)C1C (stereo unspecified)	-4
CCOC(=O)CCCCNCc1cccs1	-1
COc1cc(CCN2C(=O)c3cccc4cccc(c34)C2=O)c(S(=O)(=O)N2CCCC2)cc1OC	-8
O=C(CCc1nc(-c2ccccc2F)no1)N1CCC(Cc2ccccc2)CC1	7
CSCC[C@@H](Nc1nc(-c2ccccc2)nc2c1oc1ccccc12)C(=O)O	-10
OC(COc1ccc(Br)cc1)CN1CCOCC1 (stereo unspecified)	-4
CC1CCc2c(sc(NC(=O)c3cc4nc(-c5ccco5)cc(C(F)(F)F)n4n3)c2C#N)C1 (stereo unspecified)	-13
COc1cc(C2CC(C(F)(F)F)n3ncc(C(=O)Nc4cccc(Cl)c4)c3N2)cc(OC)c1OC (stereo unspecified)	-15
COC(=O)c1sc(N2C(=O)C(=O)/C(=C(/O)c3ccc(Cl)cc3)C2c2ccc(C)cc2)nc1C (stereo unspecified)	-30
Cc1ccc(C)c(Cc2c(C)nc3c(C(=O)NCCc4ccccc4)cnn3c2C)c1	-15
COc1cccc(CNC(=O)c2ccc3nc[nH]c3c2)c1	0
CCOC(=O)CSc1nnc(CNc2ccccc2Cl)n1-c1ccccc1	-9
CCOC(=O)C1/C(=N\O)CC(C)(O)C(C(=O)OCC)C1c1ccc(N(C)C)cc1 (stereo unspecified)	9
CCN1CCN(C(c2ccccn2)c2c(C)[nH]c3ccccc23)CC1 (stereo unspecified)	-17
Cc1c(Cl)cccc1Nc1ccccc1C(=O)O	-3
O=c1c(F)cn(Cc2ccccc2)c(=O)n1Cc1ccccc1	0
COc1ccc(S(=O)(=O)N2CCSC2c2ccc(OC)c([N+](=O)[O-])c2)cc1 (stereo unspecified)	-3
CN1c2ccccc2-c2nc3ccccc3n2C1c1cccs1 (stereo unspecified)	-1
Cn1nnnc1SCSc1nnnn1C	-6
COc1ccc(C2C(C(=O)Nc3ccccc3F)=C(C)NC3=C2C(=O)CC(c2ccccc2)C3)c(OC)c1 (stereo unspecified)	10
O=C1CC(c2ccncc2)c2cc3c(cc2N1)OCO3 (stereo unspecified)	1&2

2 compounds picked at random from the list so far:
SMILES	14-3-3g Raf
COc1cccc(CNC(=O)c2ccc3nc[nH]c3c2)c1	0
COc1ccc(C2C(C(=O)Nc3ccccc3F)=C(C)NC3=C2C(=O)CC(c2ccccc2)C3)c(OC)c1 (stereo unspecified)	10

A second format for some results above.
compound | 14-3-3g Raf
Clc1ccc(-c2noc(CN3CCCC3)n2)cc1 | -2
CC(C)=CCCC(C)N(C=O)C(C)CCC=C(C)C (stereo unspecified) | 0

Next section
SMILES	14-3-3g Raf
CCCN1Cc2cccc(C(=O)Nc3ccc(F)cc3)c2C1=O	-8
O=c1oc2ccccc2c(N2CCN(c3ccccc3)CC2)c1[N+](=O)[O-]	0
CCOc1ccc(NC(=NS(=O)(=O)c2ccc(C)cc2)c2ccccc2)cc1	-10
O=C1C2C3c4ccccc4C(c4ccccc43)C2C(=O)N1c1nccs1 (stereo unspecified)	3
CCCCOC(=O)c1sc2nc3c(c(-c4cccs4)c2c1N)CCC3	-8
C=CCn1c(=S)[nH]c2nc3c(cc2c1=O)COC(C)(C)C3	-5
Cc1cc(C)nc(SCC(=O)Nc2ncccn2)n1	-5
COc1ccccc1OCC(=O)Nc1sc2c(c1C(N)=O)CCC(C)C2 (stereo unspecified)	-17
CCOc1ccc2nc(NC(=O)C3Cc4ccccc4O3)sc2c1 (stereo unspecified)	-3
COc1ccc(C2C(C(=O)OC3CCCC3)=C(C)NC3=C2C(=O)CC(c2ccc(OC)c(OC)c2)C3)c(OC)c1 (stereo unspecified)	-6
COc1cccc(NC(=O)C2C3C=CC4(O3)C2C(=O)N(C(C)C)C4C(=O)NC2CCCCC2C)c1 (stereo unspecified)	-7
COc1ccc(-c2n[nH]c(=S)o2)cc1	8
Cc1ccc(N2C(=O)c3ccc([N+](=O)[O-])cc3C2=O)cc1Cl	-6
COc1ccc(NC(=O)CN2CCN(c3ccccc3F)CC2)c(OC)c1	2
Cc1nc2nc(SCC(=O)NCc3ccco3)nn2c(C)c1Cc1ccccc1	5&-4

Shown with values ahead of the structure: part of the list above
| 14-3-3g Raf | smiles |
| --- | --- |
| 3 | O=C1C2C3c4ccccc4C(c4ccccc43)C2C(=O)N1c1nccs1 (stereo unspecified) |
| -17 | COc1ccccc1OCC(=O)Nc1sc2c(c1C(N)=O)CCC(C)C2 (stereo unspecified) |
| -6 | Cc1ccc(N2C(=O)c3ccc([N+](=O)[O-])cc3C2=O)cc1Cl |
| -5 | C=CCn1c(=S)[nH]c2nc3c(cc2c1=O)COC(C)(C)C3 |

Following part:
SMILES	14-3-3g Raf
COc1ccccc1C1C(C(N)=O)=C(C)Nc2nc(SCc3ccccc3)nn21 (stereo unspecified)	-3
OC1(c2ccc(Cl)cc2)CSC(=S)N1Cc1ccco1 (stereo unspecified)	-3
O=c1cc(NCc2ccccc2)[nH]c(=O)[nH]1	0
O=[N+]([O-])c1c(Br)ccc2nc(-c3ccccc3)c(-c3ccccc3)nc12	-7
O=C(NCC1CCCO1)c1cccc(N2C(=O)C3CC=CCC3C2=O)c1 (stereo unspecified)	11
Cn1c(=O)c2c(ncn2CC(=O)Nc2cc(Cl)c(Cl)cc2Cl)n(C)c1=O	-1
C=CCNC(=O)c1sc(=S)n2c1[nH]c(=O)c1sccc12	-48
CCOC(=O)c1cc2c(=O)n3ccccc3nc2n(C2CCCCC2)c1=NC(=O)c1cc(OC)c(OC)c(OC)c1	-9
CCCCCCn1c(CN2CCN(C)CC2)nc2c1c(=O)n(C)c(=O)n2C	1
COc1ccc(-c2nn(C)c3sc(C(=O)O)cc23)cc1OC	-19
CCc1ccccc1Nc1nc(-c2sc(C)nc2C)cs1	-23
O=C(CN1C(=O)CSc2ccc(S(=O)(=O)N3CCCC3)cc21)NCCCN1CCCCC1	3
O=C(C1CCN(S(=O)(=O)c2cccc3cccnc23)CC1)N1CCn2c1nc1ccccc12	-4
CCn1c(-c2ccc(-c3ccccc3)cc2)csc1=Nc1ccccc1	-5
CCc1cccc(C)c1NS(=O)(=O)c1ccc(C)cc1	7
O=C(C1CCC(CNS(=O)(=O)c2ccccc2)CC1)N1CCN(c2cccc(Cl)c2)CC1 (stereo unspecified)	3
O=C1CC(c2ccccc2)CC2=C1C(c1ccc3ccccc3c1)Nc1ccccc1N2 (stereo unspecified)	-1
CC1(C)CC(=O)C(C=Nc2ccccc2C(=O)O)=C(O)C1	-2
COCCCNC(=O)Cn1cc(C(=O)C2CC2)c2ccccc21	2
O=C(c1cnn2c(C(F)(F)F)cc(-c3ccc(Br)cc3)nc12)N1CCOCC1	-1
O=C(Nc1nc(-c2ccccn2)cs1)c1ccc(Oc2ccccc2)cc1	16
Cc1ccc(/C=c2\sc3nc(-c4cccs4)nn3c2=O)o1	-139
Cc1cc(=O)n2[nH]c(C)c(-c3ccccc3)c2n1	-8
COc1ccccc1CNC(=O)c1cccc(N2C(=O)NC3CC2(C)Oc2ccc(Cl)cc23)c1 (stereo unspecified)	-3
CC(=O)c1ccc(OCC(O)CN(C)Cc2cccs2)cc1 (stereo unspecified)	-5
CC(=O)Nc1cccc(Nc2nc(-c3ccccc3F)nc3ccccc23)c1	-2
Cc1c(N=Cc2cc([N+](=O)[O-])ccc2O)c(=O)n(-c2ccccc2)n1C	4
CCOc1cc(C2C(C(=O)OC3CCCCC3)=C(C)NC3=C2C(=O)C(C(=O)OC)C(C)C3)ccc1O (stereo unspecified)	-1
CC12CC(c3ccccc3O1)C(C(=O)NCc1ccccc1)C(=O)N2 (stereo unspecified)	-4
Nc1ncnc(Nc2ccccc2C(F)(F)F)n1	4
O=C(CN1C(=O)CCC1=O)Nc1nc(-c2ccc(Br)cc2)cs1	-12
CCOc1nc(NCCO)nc(Nc2ccc(I)cc2C)n1	0
O=C(CCN1C(=O)C2C3C=CC(C3)C2C1=O)NCCN1CCCc2ccccc21 (stereo unspecified)	2
CCc1ccc(-n2cc3c(=O)n(C)c(=O)n(C)c3c2)cc1	-4
CCN(CC)S(=O)(=O)c1ccc(OC)c(NC(=O)c2cc(-c3ccccc3)nc3ccccc23)c1	-13
Cc1ccc2c(CN3C(=O)NC(C)(c4ccc5c(c4)OCO5)C3=O)cc(=O)oc2c1 (stereo unspecified)	-33
COc1ccc(-c2noc(CCC(=O)NCC3CCN(Cc4cccc(C)c4)CC3)n2)cc1	0
